Screening results as filed in PubChem BioAssay.
EPAC2 antag: antagonists of human EPAC2 | EPAC2 GEF exchange of Rap1B-BODIPY-GDP, fluorescence | Potency, µM (highest dose often 114 µM), inactives show top-dose activity, negative = inhibition, hits mostly inhibitors | 360,000 compounds, 0.18% hits; note: % is set by controls: 0 for no effect and ±100 for the full control effect; nearly all actives have a fitted effect of over 45% in size; many of its hits are not listed in these tables
Target sequence (Q8WZA2 whole entry, looked up): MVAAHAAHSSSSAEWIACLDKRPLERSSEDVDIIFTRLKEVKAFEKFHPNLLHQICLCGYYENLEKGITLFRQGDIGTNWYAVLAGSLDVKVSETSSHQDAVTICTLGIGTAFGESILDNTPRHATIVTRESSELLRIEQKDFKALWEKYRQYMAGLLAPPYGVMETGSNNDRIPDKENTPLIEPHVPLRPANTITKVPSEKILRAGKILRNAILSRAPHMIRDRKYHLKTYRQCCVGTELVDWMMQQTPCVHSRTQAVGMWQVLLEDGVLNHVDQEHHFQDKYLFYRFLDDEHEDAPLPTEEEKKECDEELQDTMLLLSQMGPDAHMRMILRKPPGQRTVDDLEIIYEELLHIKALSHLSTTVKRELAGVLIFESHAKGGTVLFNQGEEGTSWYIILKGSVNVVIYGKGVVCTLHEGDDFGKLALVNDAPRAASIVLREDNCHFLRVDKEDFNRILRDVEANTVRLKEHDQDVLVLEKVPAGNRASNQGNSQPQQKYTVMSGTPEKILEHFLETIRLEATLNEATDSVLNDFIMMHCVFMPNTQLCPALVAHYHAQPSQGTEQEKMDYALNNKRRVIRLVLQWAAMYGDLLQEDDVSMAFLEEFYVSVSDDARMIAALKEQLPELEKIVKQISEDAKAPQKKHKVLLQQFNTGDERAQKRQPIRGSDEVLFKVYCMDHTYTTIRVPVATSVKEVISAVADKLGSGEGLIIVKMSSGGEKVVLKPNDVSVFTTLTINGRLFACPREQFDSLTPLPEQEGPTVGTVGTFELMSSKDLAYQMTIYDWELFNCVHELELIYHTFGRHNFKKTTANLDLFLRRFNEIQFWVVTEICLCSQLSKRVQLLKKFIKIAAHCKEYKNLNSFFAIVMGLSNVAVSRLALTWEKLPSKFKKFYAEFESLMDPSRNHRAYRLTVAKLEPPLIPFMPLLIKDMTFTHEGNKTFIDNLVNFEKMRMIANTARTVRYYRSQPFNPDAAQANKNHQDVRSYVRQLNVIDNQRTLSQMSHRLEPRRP
A549 tox: counter-screen for Nrf2 inhibitors: cytotoxicity in A549 cells | 390,000 compounds, 0.16% hits | A549 ARE-Fluc cells, CellTiter-Fluor viability, 18-24 h | AID 504648 | Potency, µM (series often up to 46 µM), without a hit: at the highest dose activity change, negative = cytotoxicity, usual class: inhibitors; note: % is set by controls: 0 for no effect and ±100 for the full control effect
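A549 ARE-Fluc cells in 5% FBS OPTI-MEM, 5000 cells/well, rested 2 h then exposed to compounds in concentration-response for 18-24 h at 37 °C. Viability by CellTiter-Fluor fluorescence (Ex 405/Em 525) after 30 min; luciferase luminescence (BugLite, 15 min, RT) read afterwards.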
Nrf2 block: blocks Nrf2 signaling; Potency, µM (titrated, usually from 46 µM), for the others: top-dose activity change, negative = inhibition, most hits filed as inhibitors; AID 504444; 360,000 compounds, 2.1% hits; A549 ARE-Fluc reporter, luciferase luminescence, 18-24 h; note: % is set by controls: 0 for no effect and ±100 for the full control effect; nearly all actives have a fitted effect of over 60% in size
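A549 ARE_Fluc cells, 5000/well, 5% FBS OPTI-MEM; compounds in dose-response, 18-24 h at 37 °C/5% CO2; CellTiter-Fluor viability read (Ex 405/Em 525), then BugLite luciferase luminescence = Nrf2 activity.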
Nrf2 activator: activates Nrf2 signaling; AID 624171; 410,000 compounds, 0.31% hits; AREc32 ARE-luciferase reporter (MCF7-derived line), luminescence, 24 h; Potency, µM (series often up to 46.1 µM), for inactives: at the top dose activation, hits mostly activators; note: % of control where 0% means no effect; nearly all actives have a fitted effect of over 65% in size
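AREc32_Fluc, 1000 cells/well, OPTI-MEM + 5% FBS, o/n 37 deg C 5% CO2; 23 nL cpd by pin tool, 24 hr; Steady-Glo 30 min RT, luminescence.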
ATXN viability: viability counter-screen for ATXN expression inhibitors. S2 cells (HEK-293 line with an ATXN2-luciferase reporter) viability, CellTiter-Fluor protease fluorescence, 24 h. Potency, µM (highest dose often 56.7 µM), hits mostly cytotoxic. 400,000 compounds, 0.49% hits. AID 651635; note: nearly all actives have a fitted effect of over 40% in size
HepG2 viability: counter-screen for TGF-b inhibitors: cytotoxicity in HepG2 cells | HepG2 CAGA-GFP viability, ATP luminescence, 18 h | Potency, µM (titrated, usually from 46.1 µM), without a hit: top-dose activity change, negative = cytotoxicity, hits mostly cytotoxic | 410,000 compounds, 0.76% hits | AID 588856; note: some results filed as inactive show a strong effect at the top dose
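CellTiter-Glo luminescence gave cytotoxicity after 18 hours at 37 degrees C. The cells were HepG2 CAGA-GFP in 1% FBS DMEM, stimulated with 500 pg/mL TGF-beta after compound addition. %Activity was normalised to no-cell wells (complete cell-killing) and DMSO (no toxicity), and curves were fitted and classified.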
TGFb inhibitor: TGF-b pathway inhibition; Potency, µM (top dose mostly 46.1 µM), for the others: at the top dose activity, negative = inhibition, most hits filed as inhibitors; 410,000 compounds, 1.2% hits; AID 588855; HepG2 CAGA-GFP TGF-b/SMAD3 reporter, GFP fluorescence, 18 h; TGF-beta stimulated, 500 pg/mL final; note: % is set by controls: 0 for no effect and ±100 for the full control effect; nearly all actives have a fitted effect of over 65% in size
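Inhibition of TGF-beta-driven CAGA-GFP reporter expression in HEPG2 cells is measured by cellular GFP fluorescence after 18 h stimulation with 500 pg/mL recombinant TGF-beta in 1% FBS medium at 37 degrees C.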
ATXN2 expr inh: inhibitors of ATXN2 expression | 360,000 compounds, 0.72% hits | HEK-293 ATXN2-luciferase reporter, luminescence, 24 h | Potency, µM (series often up to 57 µM), for inactives: at the highest dose activity change, negative = inhibition, hits mostly inhibitors; note: % is set by controls: 0 for no effect and ±100 for the full control effect; nearly all actives have a fitted effect of over 55% in size
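qHTS (up to 57 uM final) was run with 24 h compound exposure of reporter cells at 37 °C. Each well was multiplexed: SteadyGlo luminescence measured ATXN2-luciferase expression after a fluorogenic Gly-Phe-AFC viability readout (25 uM final).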
MCF10A rereplic: DNA re-replication induction in MCF 10a cells | MCF 10A DNA re-replication, Hoechst nuclear intensity, 48 h | Potency, µM (titrated, usually from 46.1 µM), without a hit: top-dose activity, positive = re-replication, most hits filed as activators | 350,000 compounds, 2.9% hits | AID 624296; note: % of control where 0% means no effect; nearly all actives have a fitted effect of over 50% in size
An asterisk follows results filed as active; [ ] = another dose, or the depositor's remark. Calls come from the whole dose curve; as a rule, active = well fitted curve in the direction sought with a large enough effect; inconclusive = small, poorly fitted or top-dose-only effect, or another doubt; inactive = no such curve, though single readings can be large; an effect the other way counts as inactive or inconclusive. Potency is the fitted concentration of half-maximal effect.

What do the screens show for `COC(=O)[C@]12CCCCC=C1N(Cc1cccc3ccccc13)C(=O)[C@H](CC(=O)NCc1ccc(C)o1)C2`?
EPAC2 antag: -2%; Nrf2 activator: 5.2%; ATXN viability: inconclusive; ATXN2 expr inh: inconclusive

What do the screens show for `COc1cc(CC(=O)Nc2cccc(C(F)(F)F)c2)cc(OC)c1OC`?
EPAC2 antag: inconclusive; A549 tox: 8%; Nrf2 block: inconclusive; Nrf2 activator: 0.6%; ATXN viability: inactive; HepG2 viability: -3%; TGFb inhibitor: -5%; ATXN2 expr inh: -21%; MCF10A rereplic: 22%

Results for COc1ccc(/C=C(\NC(=O)c2ccc([N+](=O)[O-])cc2)C(=O)NCCN2CCOCC2)cc1 ?
EPAC2 antag: -3%; A549 tox: 3%; Nrf2 block: -12%; Nrf2 activator: -0.2%; ATXN viability: inactive; HepG2 viability: -15%; TGFb inhibitor: -12%; ATXN2 expr inh: -16%; MCF10A rereplic: 2%

Results for CC(=O)Nc1ccc(-c2csc(NC(=O)C3CCN(S(=O)(=O)c4cccs4)CC3)n2)cc1 ?
EPAC2 antag: -5%; A549 tox: -13%; Nrf2 block: inconclusive; Nrf2 activator: 6.4%; ATXN viability: inconclusive; HepG2 viability: -27%; TGFb inhibitor: -18%; ATXN2 expr inh: inconclusive; MCF10A rereplic: inconclusive

What do the screens show for `CCCCCCCCn1c(=O)c(C(=O)OCC)c(O)c2ccccc21`?
EPAC2 antag: 6%; A549 tox: -10%; Nrf2 block: inconclusive; Nrf2 activator: -0.8%; ATXN viability: inactive; HepG2 viability: -6%; TGFb inhibitor: 13%; ATXN2 expr inh: -7%; MCF10A rereplic: inconclusive

What do the screens show for `CS(=O)(=O)Nc1ccc(C(=O)Nc2ccccc2-c2ccccc2)cc1`?
EPAC2 antag: 1%; A549 tox: -3%; Nrf2 block: -11%; Nrf2 activator: -0.2%; ATXN viability: inactive; HepG2 viability: -17%; TGFb inhibitor: -5%; ATXN2 expr inh: 8%; MCF10A rereplic: inconclusive

How did O=C(NNS(=O)(=O)c1ccccc1)c1ccc(F)cc1 do in these assays?
EPAC2 antag: 8%; A549 tox: 0%; Nrf2 block: 3%; Nrf2 activator: -0.9%; ATXN viability: inactive; HepG2 viability: -53%; TGFb inhibitor: 3%; ATXN2 expr inh: -4%; MCF10A rereplic: 5%

What do the screens show for `CC1Sc2ccc(S(=O)(=O)NCCc3ccc(S(N)(=O)=O)cc3)cc2NC1=O` (stereo not drawn)?
EPAC2 antag: -1%; A549 tox: 4%; Nrf2 block: 17%; Nrf2 activator: -0.4%; ATXN viability: inactive; HepG2 viability: -5%; TGFb inhibitor: -15%; ATXN2 expr inh: 7%; MCF10A rereplic: 2%

Results for CN(CC(=O)Nc1ccc(Cl)c(Cl)c1)C(=O)C1CCCC1 ?
EPAC2 antag: 6%; A549 tox: 0%; Nrf2 block: -9%; Nrf2 activator: 0.5%; ATXN viability: inactive; HepG2 viability: -5%; TGFb inhibitor: -18%; MCF10A rereplic: 4%

Results for CC(=O)N1CC2(CC(c3ccc(Cl)cc3Cl)=NO2)CN1c1cccc(Cl)c1 (stereo not drawn) ?
EPAC2 antag: -17%; Nrf2 activator: 3.0%; ATXN viability: inconclusive; HepG2 viability: -34%; TGFb inhibitor: inconclusive; ATXN2 expr inh: inconclusive

How did O=C(CSc1nnc(-c2ccco2)n1Cc1ccccc1)NC(=O)NCc1ccco1 do in these assays?
EPAC2 antag: 9%; A549 tox: 1%; Nrf2 block: -6%; Nrf2 activator: 4.5%; ATXN viability: inactive; HepG2 viability: 1%; TGFb inhibitor: inconclusive; ATXN2 expr inh: 7%; MCF10A rereplic: 9%

What do the screens show for `COc1ccc([C@@H]2C[C@H]3CN(c4ccccc4)C(=O)[C@]34CCCN24)c(OC)c1OC`?
EPAC2 antag: 24%; A549 tox: -2%; Nrf2 block: 10%; Nrf2 activator: 0.2%; ATXN viability: inactive; HepG2 viability: -36%; TGFb inhibitor: 0%; MCF10A rereplic: -3%

Results for COC(=O)C1C2C=CC3(CN(c4ccc(Cl)c(F)c4)C(=O)C13)O2 (stereo not drawn) ?
EPAC2 antag: 14%; A549 tox: -4%; Nrf2 block: 6%; Nrf2 activator: -0.3%; ATXN viability: inactive; HepG2 viability: -18%; TGFb inhibitor: -8%; ATXN2 expr inh: 1%; MCF10A rereplic: 8%

Results for COc1ccc(CCNC(=O)c2ccc3c(c2)N(Cc2ccc(F)cc2)C(=O)CS3)cc1OC ?
A549 tox: -13%; Nrf2 activator: 0.4%; HepG2 viability: -4%; TGFb inhibitor: inconclusive

Results for COc1cccc(-c2cc(C(=O)O)no2)c1 ?
EPAC2 antag: -1%; A549 tox: -7%; Nrf2 block: 10%; Nrf2 activator: -0.2%; ATXN viability: inactive; HepG2 viability: -5%; TGFb inhibitor: -6%; ATXN2 expr inh: -7%; MCF10A rereplic: 24%

How did Nc1nc(Nc2ccccc2F)nc(NCCO)c1[N+](=O)[O-] do in these assays?
EPAC2 antag: 1%; A549 tox: 10%; Nrf2 block: 2%; Nrf2 activator: 9.7%; ATXN viability: inactive; HepG2 viability: 35%; TGFb inhibitor: -4%; ATXN2 expr inh: -5%; MCF10A rereplic: 2%

What do the screens show for `O=C(Nc1nnc(C2CC2)s1)c1n[nH]c(=O)c2ccccc12`?
EPAC2 antag: 10%; A549 tox: 1%; Nrf2 block: -13%; Nrf2 activator: 0.1%; ATXN viability: inactive; HepG2 viability: -12%; TGFb inhibitor: 7%; ATXN2 expr inh: 7%; MCF10A rereplic: 2%

Results for CC(=O)Nc1ccc(S(=O)(=O)NCCC(=O)NC(C)c2cccs2)cc1 (stereo not drawn) ?
EPAC2 antag: 1%; A549 tox: 1%; Nrf2 block: 9%; Nrf2 activator: -0.5%; ATXN viability: inactive; HepG2 viability: 13%; TGFb inhibitor: 4%; ATXN2 expr inh: -4%; MCF10A rereplic: 3%

What do the screens show for `CC1CCCCN1C(=O)COC(=O)c1cccc(NS(=O)(=O)c2ccccc2)c1` (stereo not drawn)?
EPAC2 antag: 7%; A549 tox: -3%; Nrf2 block: 10%; Nrf2 activator: 0.5%; ATXN viability: inactive; HepG2 viability: 11%; TGFb inhibitor: 30%[activator]; ATXN2 expr inh: 29%; MCF10A rereplic: 27%

What do the screens show for `CC(NC=C1C(=O)OC(C)(C)OC1=O)C(=O)O` (stereo not drawn)?
EPAC2 antag: 0%[57.1 µM]; A549 tox: -4%; Nrf2 block: 14%; Nrf2 activator: 0.1%; ATXN viability: inconclusive; HepG2 viability: 4%; TGFb inhibitor: -2%; MCF10A rereplic: 2%

Overlap with the part before: 2 compounds; new compounds follow.
What do the screens show for `CC1CCCCN1C(=O)COC(=O)c1cccc(NS(=O)(=O)c2ccccc2)c1` (stereo not drawn)?
EPAC2 antag: 7%; A549 tox: -3%; Nrf2 block: 10%; Nrf2 activator: 0.5%; ATXN viability: inactive; HepG2 viability: 11%; TGFb inhibitor: 30%[activator]; ATXN2 expr inh: 29%; MCF10A rereplic: 27%

What do the screens show for `CC(NC=C1C(=O)OC(C)(C)OC1=O)C(=O)O` (stereo not drawn)?
EPAC2 antag: 0%[57.1 µM]; A549 tox: -4%; Nrf2 block: 14%; Nrf2 activator: 0.1%; ATXN viability: inconclusive; HepG2 viability: 4%; TGFb inhibitor: -2%; MCF10A rereplic: 2%

Results for Cc1nc(-c2ccc(F)cc2)sc1CCNC(=O)Cc1ccc(F)cc1 ?
A549 tox: -2%; Nrf2 activator: 7.3%; ATXN viability: inactive; HepG2 viability: -38%; TGFb inhibitor: inconclusive; ATXN2 expr inh: -11%

Results for C=C1C(=O)[C@@]23[C@H](O)C[C@@H]4C(C)(C)CC[C@H](O)[C@]4(C)[C@@H]2C[C@H](O)[C@@H]1[C@H]3O ?
EPAC2 antag: 16%; A549 tox: inconclusive; Nrf2 block: 15µM*; Nrf2 activator: -2.1%; ATXN viability: 18µM*; HepG2 viability: -77%; TGFb inhibitor: 13µM*; ATXN2 expr inh: -3%; MCF10A rereplic: 6.5µM*

How did CC1(C)CC(=O)C2=C(C1)OC1OC(=O)CC21C (stereo not drawn) do in these assays?
EPAC2 antag: 1%; A549 tox: -3%; Nrf2 block: 19%; Nrf2 activator: -0.2%; ATXN viability: inactive; HepG2 viability: 2%; TGFb inhibitor: 12%; ATXN2 expr inh: -16%[11.3 µM]; MCF10A rereplic: 0%

How did Cc1cc2cc(CNC(=O)c3cccs3)ccc2[nH]1 do in these assays?
EPAC2 antag: 14%; A549 tox: -13%; Nrf2 block: 2%; Nrf2 activator: -0.3%; ATXN viability: inactive; HepG2 viability: -20%; TGFb inhibitor: -7%; ATXN2 expr inh: 9%; MCF10A rereplic: 1%

What do the screens show for `CCOC(=O)Cn1c(=O)c2c(nc(Br)n2Cc2ccccc2Cl)n(C)c1=O`?
EPAC2 antag: -14%; A549 tox: 5%; Nrf2 block: 0%; Nrf2 activator: 2.7%; ATXN viability: inactive; HepG2 viability: -21%; TGFb inhibitor: -1%; ATXN2 expr inh: -24%; MCF10A rereplic: 16%

How did Cc1snc(S(=O)(=O)Cc2c(Cl)cccc2Cl)c1C#N do in these assays?
EPAC2 antag: 3%[57.1 µM]; A549 tox: -6%; Nrf2 block: 1%; Nrf2 activator: 5.7%; ATXN viability: inconclusive; HepG2 viability: -11%; TGFb inhibitor: -27%; ATXN2 expr inh: 1%; MCF10A rereplic: 2%

What do the screens show for `Cc1ccc(NC(=O)COc2ccc(Br)cc2CO)cc1S(=O)(=O)N1CCOCC1`?
EPAC2 antag: 4%; A549 tox: -2%; Nrf2 block: inconclusive; Nrf2 activator: -0.7%; ATXN viability: inactive; HepG2 viability: -29%; TGFb inhibitor: inconclusive; ATXN2 expr inh: inconclusive; MCF10A rereplic: 25%

An excerpt; rates above refer to the full screens.
